GALK inh: galactokinase (human) inhibition. P51570. Purified GALK, Kinase-Glo residual ATP luminescence. Potency, µM (doses to about 57.5 µM), for the others: at the highest dose activity change, negative = inhibition, usual class: inhibitors. actives 0.007% (n = 270,000). AID 1868; note: potency is the fitted concentration of half-maximal effect; % is set by controls: 0 for no effect and ±100 for the full control effect
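Compounds were pin-transferred into ATP buffer (35 uM final), then GALK plus galactose (5 nM, 100 uM final) was added. After 1 h at room temperature, Kinase-Glo Plus was added and luminescence read after 10 min.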
ASM inhibitor: human S-ASM enzyme inhibition; P17405; placental ASM, HMU-PC fluorogenic substrate, 60 min; Potency, µM (series often up to 57.5 µM), without a hit: at the top dose activity change, negative = inhibition, actives largely listed as inhibitors; actives 0.006% (n = 340,000); note: potency is the fitted concentration of half-maximal effect
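Steps: dispense placental human ASM, pin compound, wait 10 min at room temperature, add HMU-PC0 substrate at 9 uM final, incubate 60 min at 37 °C, add stop solution raising pH to 10, read fluorescence.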
PTAP TSG101 blk: blocks PTAP/TSG101 interaction to inhibit HIV-1 budding | Fluorescence polarization, FITC-PTAP peptide / Tsg101 binding | Potency, µM (series often up to 115 µM), inactives show at the top dose activity change, negative = inhibition, hits mostly inhibitors | 340,000 tested, under 10 active | AID 493005; active = well fitted inhibition curve with a large enough effect in the main read-out, with a control signal flat, not every such curve was filed as active; inconclusive = small, poorly fitted or top-dose-only effect, or effect the other way, or a change in a side signal; inactive = no such curve, though single readings can be large or run the other way; note: potency is the fitted concentration of half-maximal effect; % of control where 0% means no effect
Target sequence (Q99816 whole entry, looked up): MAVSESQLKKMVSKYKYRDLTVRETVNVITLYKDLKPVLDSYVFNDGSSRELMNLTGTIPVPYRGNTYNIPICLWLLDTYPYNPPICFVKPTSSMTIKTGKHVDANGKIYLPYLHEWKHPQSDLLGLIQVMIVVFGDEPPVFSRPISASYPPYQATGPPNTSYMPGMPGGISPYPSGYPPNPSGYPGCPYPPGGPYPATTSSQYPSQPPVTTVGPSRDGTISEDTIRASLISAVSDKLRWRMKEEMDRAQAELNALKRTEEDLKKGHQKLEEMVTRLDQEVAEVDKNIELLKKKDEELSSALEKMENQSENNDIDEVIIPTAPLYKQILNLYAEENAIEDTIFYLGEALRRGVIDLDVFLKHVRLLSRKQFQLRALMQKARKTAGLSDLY
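Compounds were pin-transferred onto Tsg101 binding domain (10 uM final) in HEPES pH 7.5 buffer, then FITC-PTAP peptide was added at 50 nM final. After 20 min at RT, polarization reported peptide displacement across a qHTS concentration series.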
Tb PFK block: inhibitors of T. brucei phosphofructokinase; O15648; T. brucei PFK, ADP-Glo luminescence; Potency, µM (titrated, usually from 57.5 µM), for inactives: top-dose activity, negative = inhibition, most hits filed as inhibitors; actives 0.17% (n = 330,000);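 note: potency is the fitted concentration of half-maximal effect; 0% = uninhibited 1x PFK enzyme wells and -100% = no-enzyme wells; nearly all actives have a fitted effect of over 60% in size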
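Luminescent ADP detection (ADP-Glo, two-step: ATP depletion then ADP-to-ATP conversion for luciferase) reported PFK activity after 45 min room-temperature reaction of 1.25 nM enzyme with 0.5 mM F6P and 0.1 mM ATP at pH 8.0.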
B2AR arrestin: recruits beta-arrestin to the human beta2-adrenergic receptor; P07550; beta-arrestin recruitment to beta2AR, cell-based reporter; Potency, µM (highest dose often 46.1 µM), inactives show at the highest dose activation, usual class: activators; actives 0.02% (n = 330,000); AID 492947;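 note: potency is the fitted concentration of half-maximal effect; 0% = DMSO controls and full agonism = EC100 isoproterenol or metaproterenol; nearly all actives have a fitted effect of over 65% in size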
BCR signal inh: blocks chronic active B-cell receptor signaling | ABC-DLBCL IkBa-CBG/CBR reporter, luminescence ratio, 4 h | Potency, µM (titrated, usually from 46.1 µM), for the others: top-dose ratio change, negative = lower green/red ratio, usual class: inhibitors | actives 0.05% (n = 340,000); active = well fitted inhibition curve with a large enough effect in the signal ratio, with a control signal flat, not every such curve was filed as active; inconclusive = small, poorly fitted or top-dose-only effect, or effect the other way, or a change in a side signal; the % refers to the signal ratio;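 note: potency is the fitted concentration of half-maximal effect; plate controls were basal doxycycline-induced cells for no effect and cells given 10 µM MG132 for full effect; MG132 reads +100%, hits lower the ratio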
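Doxycycline induced both beetle luciferases in TMD8 lymphoma cells; IKK-driven degradation limits the IkappaBalpha-fused green signal, while red luminescence normalises for cell number and nonspecific effects. Compounds tested up to 46 uM, 4 hrs.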
PKM2 act: activators of human pyruvate kinase M2; P14618; purified PKM2, Kinase-Glo ATP luminescence, activation; response scale: 0% is enzyme alone, no compound; Potency, µM (doses to about 57.5 µM), for the others: at the top dose activation, most hits filed as activators; actives 0.34% (n = 260,000); AID 1631; note: potency is the fitted concentration of half-maximal effect; % is set by controls: 0 for no effect and ±100 for the full control effect; nearly all actives have a fitted effect of over 55% in size
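Purified hPK-M2 (>95%) run at intermediate activity with 0.1 mM ADP and 0.5 mM PEP in 50 mM imidazole pH 7.2, KCl, MgCl2; 1 h room temperature. ATP formed read by Kinase-Glo luminescence; normalized to uninhibited and no-enzyme controls.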
Integrin act MD: activators of alpha7 integrin expression for muscular dystrophy | actives 0.064% (n = 350,000) | alpha7betagal myoblasts, beta-gal FDG fluorescence, 48 h | Potency, µM (highest dose often 38.3 µM), without a hit: top-dose activation, most hits filed as activators;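 note: potency is the fitted concentration of half-maximal effect; 100% = response of the positive control SU9516; nearly all actives have a fitted effect of over 60% in size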
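Alpha7betagal+/- myoblasts (passage 13) were plated 16-24 hr, then exposed to compounds (1:260 dilution of DMSO stock) for 48 hours at 37C. After MPER lysis, β-galactosidase reporter activity was read as FDG fluorescence (ex 480/em 540) after 30 minutes.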
Coupling enz: counter-screen for Giardia aldolase inhibitors: coupling enzyme system; coupling enzyme system counterscreen, AmpLite Red fluorescence; activity change, negative = inhibition, % at 58.2 µM, hits read low; actives 0.67% (n = 290,000); AID 2472; in the data active = activity change below about -30%; note: % is set by controls: 0 for no effect and ±100 for the full control effect
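First, compound is pin-transferred into glyceraldehyde-3-phosphate coupling-enzyme reagent at 57.5 uM final and held 10 min at RT. Next, substrate, coupling system and AmpLite Red are added. After 20 min RT, fluorescence (525/598 nm) is read.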
Menin MLL FP TR: inhibitors of human menin-MLL interaction, mutant MLL peptide | Menin + Texas Red MLL mutant peptide, fluorescence polarization | O00255 | Potency, µM (highest dose often 61.6 µM), for inactives: at the highest dose FP activity change, negative = inhibition, usual class: inhibitors | actives 0.23% (n = 270,000); active = well fitted inhibition curve with a large enough effect in the polarisation, with a control signal flat, not every such curve was filed as active; inconclusive = small, poorly fitted or top-dose-only effect, or effect the other way, or a change in a side signal; inactive = no such curve, though single readings can be large or run the other way; the % refers to the polarisation; note: potency is the fitted concentration of half-maximal effect; % of control where 0% means no effect; many of its hits are not listed in these tables
Target sequence (O00255 whole entry, looked up): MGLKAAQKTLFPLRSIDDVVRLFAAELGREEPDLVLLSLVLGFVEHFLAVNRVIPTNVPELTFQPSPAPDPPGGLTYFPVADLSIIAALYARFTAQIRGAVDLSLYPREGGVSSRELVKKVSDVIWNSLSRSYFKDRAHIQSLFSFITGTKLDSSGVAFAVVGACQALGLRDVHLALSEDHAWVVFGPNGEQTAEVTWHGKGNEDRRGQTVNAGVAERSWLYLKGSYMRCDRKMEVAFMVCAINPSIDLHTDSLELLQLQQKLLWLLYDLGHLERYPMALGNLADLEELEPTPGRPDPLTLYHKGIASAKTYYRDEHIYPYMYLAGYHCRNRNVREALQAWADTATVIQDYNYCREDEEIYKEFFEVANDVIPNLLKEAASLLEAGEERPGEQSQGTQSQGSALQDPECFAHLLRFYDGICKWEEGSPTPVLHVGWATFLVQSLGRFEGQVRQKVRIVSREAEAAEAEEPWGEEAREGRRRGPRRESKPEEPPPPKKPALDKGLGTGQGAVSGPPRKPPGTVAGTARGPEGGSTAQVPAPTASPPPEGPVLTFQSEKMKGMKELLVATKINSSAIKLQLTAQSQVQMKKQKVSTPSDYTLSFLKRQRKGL
Giardia kill: kills Giardia lamblia; Giardia lamblia trophozoite viability; activity change, % at 7.66 µM, hits read low; actives 0.15% (n = 340,000); AID 540267; in the data active = activity change below about -80%; inconclusive = between about -30% and that limit;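 note: parasites exposed to compound for two days anaerobically before the ATP read; % is set by controls: 0 for no effect and ±100 for the full control effect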
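Killing of trophozoites was scored by loss of ATP luminescence after a 48 hrs anaerobic exposure to compounds at 37 deg C, using 100 cells per well.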
Starred values were filed as active, the others as inactive; u = inconclusive; x = not tested or not shown; & = joins results of further samples; [ ] = another dose, or the depositor's remark. Unless noted, calls come from the whole dose curve; as a rule, active = well fitted curve in the direction sought with a large enough effect; inconclusive = small, poorly fitted or top-dose-only effect, or another doubt; inactive = no such curve, though single readings can be large; an effect the other way counts as inactive or inconclusive. The list is partial; the hit share may differ from the screen's.

Values run as follows: GALK inh, ASM inhibitor, PTAP TSG101 blk, Tb PFK block, B2AR arrestin, BCR signal inh, PKM2 act, Integrin act MD, Coupling enz, Menin MLL FP TR, Giardia kill
COc1ccccc1NS(=O)(=O)c1ccc(C(N)=O)cc1
  -1.1%, 4.3%, -10.4%, 4.3%, 0.5%, -1.5%, -5.8%, 10.0%, -2.3, 13.3%, -10.8
Cc1ccc(S(=O)(=O)/N=C2\C=C(Nc3ccc(O)cc3)C(=O)c3ccccc32)cc1
  x, -26.0%, -7.4%, -5.1%, 0.0%, u, x, -61.6%[inhibitor], x, x, 0.9
COc1ccc(CC(=O)N/N=C(/C)c2ccco2)cc1
  4.7%, 5.0%, 0.9%, -2.7%, -0.1%, -2.8%, -2.7%, -30.1%, -0.3, 9.6%, -19.0
Cc1ccc(C(=O)Nc2nnn(C)n2)cc1
  4.6%, 6.7%, -17.6%, 1.1%, 0.2%, 0.3%, -11.9%, -9.6%, 3.3, -1.0%, -21.1
Clc1ccccc1-c1nnc2n1CCCCC2
  5.9%, 3.2%, -3.5%, 0.4%, -0.4%, u, -4.8%, u, 2.9, x, 0.3
COc1ccc(NC(=O)C(=O)c2cn(CC(=O)N3CCCC3)c3ccccc23)cc1OC
  -1.5%, -5.3%, -4.4%, 4.1%, -1.1%, u, -2.3%, 1.9%, x, x, 9.0
O=C(COC(=O)c1ccc(-c2cnc3ccccc3n2)cc1)c1ccccc1
  -1.5%, 3.0%, -3.7%, 18.2%, 0.3%, u, -13.8%, -22.2%, 2.0, u, 9.2
O=c1c2c(nc3c(-c4ccc(Cl)cc4)c[nH]n13)CCC2
  1.3%, -3.3%, -0.3%, 6.0%, 0.3%, u, 10.1%, -52.1%[inhibitor], 4.3, u, -20.3
CCCCCCCCNC(=O)c1cnccn1
  x, 4.6%, -1.3%, 1.7%, -2.2%, -0.8%, -2.8%, -16.5%, 6.6, -24.9%, 11.1
CCc1ncc(C)nc1CC
  2.3%, -2.4%, -0.1%, -0.6%, 0.1%, -2.1%, -5.9%, 5.7%, 0.5, x, -27.3
CCN(CC)/C(Sc1ccccc1)=C(\C(Cl)=C(Cl)Cl)[N+](=O)[O-]
  -2.1%, -3.6%, -1.0%, -0.5%, -0.1%, 0.4%, -11.8%, -8.3%, 0.0, -6.1%, 0.7
Cc1cccc(C(=O)Oc2ccc3ccc(O)cc3c2)c1
  -0.3%, -8.7%, -8.3%, 3.9%, -0.3%, -0.8%, 1.1%, -23.1%, -3.5, 21.7%, 20.2
CCn1c(C)nc2cc(N)ccc21
  x, -2.5%, -4.9%, -2.1%, 5.4%, 0.5%, -2.5%, 14.6%, -1.8, x, 7.3
COC(=O)N/N=C/c1ccc(OS(=O)(=O)c2ccc(C)cc2)c(OC)c1
  -1.2%, 10.3%, 0.3%, 5.4%, -1.0%, u, 9.6%, -4.3%, -5.8, 3.2%, -5.0
COc1ccccc1N1CCN(S(=O)(=O)c2cccc3nsnc23)CC1
  1.0%, 0.4%, -3.6%, -3.5%, -0.2%, 6.3%, -5.0%, 10.3%, 5.9, 12.9%, 27.3

A few values from above:
Clc1ccccc1-c1nnc2n1CCCCC2 – GALK inh = 5.9%
CCN(CC)/C(Sc1ccccc1)=C(\C(Cl)=C(Cl)Cl)[N+](=O)[O-] – ASM inhibitor = -3.6%

Continuation.
Values run as follows: GALK inh, ASM inhibitor, PTAP TSG101 blk, Tb PFK block, B2AR arrestin, BCR signal inh, PKM2 act, Integrin act MD, Coupling enz, Menin MLL FP TR, Giardia kill
Nc1ccc(C(=O)O)cc1
  x, 3.8%&-6.0%&0.2%, 1.1%&-1.4%&1.8%, u, -1.0%&-1.2%, u, x, 4.0%, 1.2, 8.7%&-0.4%, -4.9&-27.7&7.1
Cc1ccsc1C(=O)NC1CCCN(Cc2ccc(Cl)cc2)C1 (centres undefined)
  -2.1%, 4.6%, -3.0%, 0.0%, -0.9%, 8.6%, -6.6%, -23.4%, x, x, 28.3
CCCN(CCC)S(=O)(=O)c1ccc(NC(=O)Cc2cccs2)cc1
  -1.8%, -4.1%, x, u, 0.1%, u, -3.9%, -11.5%, -0.3, u, -14.7
CC(=O)Nc1ccccc1NC(=O)C/C(C)=N/NC(=O)c1ccc([N+](=O)[O-])c(Cl)c1
  2.3%, 6.1%, -4.6%, -0.4%, -1.3%, 2.1%, -7.2%, -14.4%, 2.7, -1.3%, 23.6
Cc1cc(C)c(NC(=O)CSc2nccn2C)c(C)c1
  2.8%, 5.6%, -2.2%, -1.7%, -1.1%, u, -0.1%, 4.7%, 0.5, 3.9%, 36.0[activator]
O=C(c1ccc(F)cc1)c1ccc(N2CCCC2)cc1
  -1.7%, -5.9%, -5.9%, 4.0%, 0.2%, 11.5%, -0.9%, -13.7%, -0.9, -16.8%, -17.3
C#Cc1ccc(CN2CCN(Cc3ccsc3)C(CCO)C2)cc1 (centres undefined)
  6.5%, -0.4%, -4.8%, -8.5%, -0.1%, u, -9.9%, -25.8%, -1.8, 5.7%, -18.2
COC(=O)C1(C)NC(c2ccco2)C2C(=O)N(c3ccc(F)cc3)C(=O)C21 (centres undefined)
  -2.0%, -3.8%, 1.2%, u, -0.3%, -0.4%, -0.3%, 0.0%, 0.2, -11.4%, 16.2
COc1ccc(CN2C(=O)C3C4C=CC(C4)C3C2=O)cc1 (centres undefined)
  -2.1%, 2.0%, -2.2%, -5.1%, 0.4%, 7.6%, -1.1%, 5.6%, 0.3, 19.5%, -4.2
COc1ccc(S(=O)(=O)N2CCCC(C(=O)O)C2)cc1 (centres undefined)
  -0.5%, 0.5%, -1.7%, -4.4%, 0.2%, 7.2%, 0.1%, -6.1%, 3.3, x, 7.4
C/C(CC(C)C)=N\NS(=O)(=O)c1ccc(C)c([N+](=O)[O-])c1
  -3.6%, 1.1%, -0.6%, 1.9%, -1.0%, -1.0%, -3.8%, -18.0%, 2.9, x, 4.8
O=C(NCCO)/C(=C\c1cccc([N+](=O)[O-])c1)NC(=O)c1ccco1
  1.2%, 5.2%, 0.0%, -5.2%, -0.3%, -0.3%, -7.8%, 0.0%, 0.8, 8.4%, -0.9
O=C1C2CCCN2C(c2ccccc2F)N1c1ccc(Cl)cc1 (centres undefined)
  2.9%, 1.2%, -1.8%, -4.5%, -0.1%, 1.9%, -0.3%, 10.4%, 2.9, u, 2.4
O=C(CCn1cccn1)N1CCCC(N2CCN(c3cccc(Cl)c3)CC2)C1 (centres undefined)
  -3.7%, 2.3%, x, -4.4%, 0.1%, 0.0%, -6.3%, -10.8%, x, x, 5.3
COc1ccccc1C(=O)COC(=O)Cn1[nH]c(=O)c2ccccc2c1=O
  x, 0.6%, -1.3%, -2.2%, -0.2%, 4.7%, x, 2.7%, x, x, -11.8
O=C1CC(c2ccccc2)CC(O)=C1C=NCc1ccncc1 (centres undefined)
  0.2%, 2.3%, -1.1%, 1.1%, -0.3%, 2.0%, -2.3%, 1.4%, 7.6, 6.1%, 16.8
Cc1noc(C)c1C(=O)Nc1cccnc1
  0.8%, 2.2%, -6.5%, -3.4%, -0.2%, 3.8%, 2.1%, u, 1.3, 19.5%, 5.5
CCOC(=O)c1nn(-c2ccc(C)cc2)c(=O)cc1OCC(=O)Nc1cc(C)ccc1OC
  x, -2.1%, 1.9%, 4.0%, 0.4%, 2.7%, x, 16.3%, x, x, -8.6
CCOc1ccc(S(=O)(=O)N2CCCCC2)cc1NC(=O)Cc1cccs1
  x, 0.4%, -1.9%, u, -0.3%, -6.8%, x, -18.6%, x, x, -3.4
CCC(=O)N/N=C(\C)CC(=O)Nc1cccc([N+](=O)[O-])c1
  x, 2.0%, -3.8%, -5.0%, -0.6%, -0.8%, -5.9%, 7.6%, -2.5, -2.3%, 14.0
COc1ccc(OC)c(S(=O)(=O)N2CCCCC2C(=O)N2CCN(c3ccccn3)CC2)c1 (centres undefined)
  x, 1.1%, -1.0%, 2.7%, 0.3%, u, -5.0%, 21.1%, 1.4, -8.7%, 38.5[activator]

From PubChem BioAssay
